# Source: PubChem BioAssay
# PGE2 EP2 inh: inhibitors of human EP2 prostaglandin E2 receptor. C6 glioma cells expressing human EP2, cAMP TR-FRET; cells stimulated with saturating PGE2. inhibition, % at 25 µM. 260,000 tested, 0.52% active. AID 1422;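 active = percent inhibition above 40 after rounding to a whole number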;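 also: rat C6 glioma host cells with rolipram phosphodiesterase inhibitor present; the protocol text gives 20 µM as final concentration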
# Target sequence (P43116 whole entry, looked up): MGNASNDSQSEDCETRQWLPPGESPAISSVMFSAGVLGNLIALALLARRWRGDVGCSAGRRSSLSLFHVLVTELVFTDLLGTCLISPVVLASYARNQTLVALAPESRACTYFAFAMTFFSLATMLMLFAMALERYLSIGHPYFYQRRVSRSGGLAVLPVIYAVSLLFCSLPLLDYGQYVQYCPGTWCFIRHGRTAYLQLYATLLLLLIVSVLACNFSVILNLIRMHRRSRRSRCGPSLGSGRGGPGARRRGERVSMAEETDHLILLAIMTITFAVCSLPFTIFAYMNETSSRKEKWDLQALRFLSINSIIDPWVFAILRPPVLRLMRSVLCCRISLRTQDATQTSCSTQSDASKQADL
# EP2 modulator: EP2 receptor (human) modulation; P43116; EP2-expressing cells, cAMP HTRF FRET, PGE2 co-stimulation; induction, % at 25 µM; 260,000 tested, 0.83% active; AID 940;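 active = compounds whose cAMP rise, as percent of the full-agonist control response, exceeds 60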;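 also: rat C6 glioma line stably carrying human EP2 under a CMV promoter; the protocol text gives 20 µM as final concentration; 100% = response of wells given 1 µM PGE2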
# * hit, by the source's call. Some of the compounds tested; rates above refer to the full screens.
SMILES,PGE2 EP2 inh,EP2 modulator
CC(C(=O)NCCn1nnn(-c2ccccc2)c1=O)n1cnc2ccccc2c1=O (centres undefined),7.9,-41.9
S=C1SCN(C2CCCCCCCCCCC2)CN1C1CCCCCCCCCCC1,40.8*,12.5
COc1ccc2cc(C)c3nnc(SCC(=O)NCc4cccs4)n3c2c1,11.6,1.3
O=C(Nc1ccc(NC(=O)c2cccc(Cl)c2Cl)cc1)c1cccs1,12.3,-28.6
COc1cc(N2CCOCC2)ccc1CN1CCC(O)(c2ccccc2F)CC1,6.3,-61.9
CCOC(=O)c1cc2sc(C)cc2n1CC(=O)NC1CC1,8.7,-13.9
COc1ccc(CCNC(=O)CSc2nnnn2-c2cccc(F)c2)cc1OC,11.6,-2.2
O=C(Nc1ccc(S(=O)(=O)N2CCCCC2)cc1)c1c(Cl)cccc1Cl,7.5,-18.7
CCn1c2ccccc2n2c(=O)n(CC(=O)NC(c3ccccc3)c3ccccc3)nc12,4.6,-3.0
CC1CCN(CC[C@H]2CCCN2S(=O)(=O)c2cccc(O)c2)CC1,12.7,1.1
Cn1c(=O)[nH]c(=O)c2c1nc(N1CCCC1)n2CCCSc1ncccn1,8.2,-96.8
CCCC(=O)Nc1nnc(SCC(=O)Nc2cccc(C)c2)s1,11.7,-29.5
COC(=O)C(N)CS (centres undefined),7.9,-7.5
Cc1ccc(NC(=O)Cn2cc(C(=O)C(C)C)c3ccccc32)cc1,9.4,-17.8
CCCCc1nc(Cl)c(CN2CCc3nc(C)[nH]c(=O)c3C2)[nH]1,3.3,-16.2
COc1ccc2cc(C(c3nnnn3Cc3ccc(F)cc3)N(C)C3CCCCC3)c(=O)[nH]c2c1 (centres undefined),15.4,1.4
O=S(=O)(O)c1cc(N=Nc2cccc3ccccc23)c(O)c2ncccc12,37.8,-2.6
Cc1cc(C)c2c(NCc3ccccc3F)n[nH]c2n1,6.0,-23.8
CN(C)CCN1C(=O)CC[C@@]2(C)C1=CC[C@H]1[C@H]2CC[C@@]2(C)[C@H]1CC[C@]2(C)O,49.9*,6.3
C=CCNC(=O)C1CCCN(S(=O)(=O)c2ccc(C)cc2)C1 (centres undefined),18.1,-10.6
C=CCn1c(CNC(=O)c2ccccc2C)n[nH]c1=S,5.2,5.6
COc1cc(C(=O)NC(C)(C)CN2CCN(C)CC2)c2ccccc2n1,3.2,-49.7
Cc1cc(-c2cc(N)c(=O)n(CC(=O)NC3CCCCC3C)n2)c(C)o1 (centres undefined),2.9,-33.6
CC(C)(C)NC(=O)CSc1nc2ccccc2n1CC(=O)N1CCCC1,6.4,6.5
O=C(NC1CCN(C(=O)Nc2ccccc2Cl)CC1)C1CCCCC1,6.0,2.6
SMILES,PGE2 EP2 inh,EP2 modulator
Cc1ccc2nc(N3C(=O)C(O)=C(C(=O)c4ccco4)C3c3ccco3)sc2c1 (centres undefined),35.4,11.8
CC1CN(S(=O)(=O)c2cccc3cnccc23)CCN1 (centres undefined),7.6,12.1
CCCn1c(CN2CCCCC2)nc2c1c(=O)n(C)c(=O)n2C,23.5,-41.5
O=C(C1CC1)N1CCC(c2nc3c(nnn3Cc3cccc(Cl)c3)c(=O)[nH]2)CC1,13.3,6.4
C=C(C)Cn1c(NCCN(C)C)nc2c1c(=O)[nH]c(=O)n2C,12.9,3.1
COc1cccc(C2(NC(=O)c3ccc(Cn4cc(Cl)cn4)o3)CCCC2)c1,10.3,-44.0
CCC(=O)Nc1sc(C(=O)Nc2ccccc2Cl)c(C)c1C(=O)OC,7.6,-8.7
Cc1cc(-c2ccccc2)nc(N2CCC(C(=O)Nc3nnc(C)s3)CC2)n1,9.8,22.6
CCC(=O)N(Cc1ccco1)Cc1cc2cc(C)cc(C)c2[nH]c1=O,10.5,-20.5
COc1ccc(NC(=O)CSc2nc3cc(C)cc(C)c3cc2C#N)cc1,20.3,32.3
O=C(CN1CCC2(CC1)NC(=O)c1ccccc1O2)NC(c1ccccc1)c1ccccc1,5.8,-9.1
O=C(CN1C(=O)c2ccccc2S1(=O)=O)NCc1ccc(Cl)cc1,6.9,2.7
COc1ccc(NC(=O)CSc2nnc3c(n2)[nH]c2ccc(OC)cc23)cc1,9.2,-32.6
Cc1sc2nc(C3CC3)nc(N3CCN(C(=O)c4ccc(F)cc4)CC3)c2c1C,7.7,-39.2
CCOC(=O)c1sc(NC(=O)COc2ccc3c(C)cc(=O)oc3c2)nc1C,16.0,-14.9
CC(C)(C(=O)N1CCC2(CC1)NC(=O)c1ccccc1N2)c1ccc(Cl)cc1,7.1,-18.1
C[C@H](Cc1ccccc1)Nc1ncnc2c1ncn2[C@@H]1O[C@H](CO)[C@H](O)C1O (some centres undefined),10.7,18.8
CC(C)c1ccc2nc(SCc3ccc(CC(=O)O)cc3)c(C#N)cc2c1,9.5,16.0
Cc1sc2ncn(CC(=O)NC3CCCCC3)c(=O)c2c1-c1ccc(F)cc1,9.1,8.8
CCN(CC)CC(C)(C)COC(=O)c1cc2cc(C)ccc2o1,10.7,-26.4
COc1ccccc1OCc1nnc(SCC(=O)c2ccccc2)n1C,9.5,1.5
NCCSc1nnnn1-c1ccccc1,6.9,-7.5
CCCc1cc(NC2CCCCC2)n2ncnc2n1,16.0,21.9
COc1ccc([C@H]2CCNC[C@@H]2O)cc1,5.2,-2.0
Cc1ccc(-n2cccc2)cc1NC(=O)c1ncoc1-c1cccs1,9.7,29.2

# 26 structures already listed, arranged by molar mass, high to low:
SMILES,PGE2 EP2 inh,EP2 modulator
O=C(CN1CCC2(CC1)NC(=O)c1ccccc1O2)NC(c1ccccc1)c1ccccc1,5.8,-9.1
O=C(C1CC1)N1CCC(c2nc3c(nnn3Cc3cccc(Cl)c3)c(=O)[nH]2)CC1,13.3,6.4
Cc1sc2nc(C3CC3)nc(N3CCN(C(=O)c4ccc(F)cc4)CC3)c2c1C,7.7,-39.2
Cc1ccc2nc(N3C(=O)C(O)=C(C(=O)c4ccco4)C3c3ccco3)sc2c1 (centres undefined),35.4,11.8
CCOC(=O)c1sc(NC(=O)COc2ccc3c(C)cc(=O)oc3c2)nc1C,16.0,-14.9
COc1cccc(C2(NC(=O)c3ccc(Cn4cc(Cl)cn4)o3)CCCC2)c1,10.3,-44.0
Cc1sc2ncn(CC(=O)NC3CCCCC3)c(=O)c2c1-c1ccc(F)cc1,9.1,8.8
CC(C)(C(=O)N1CCC2(CC1)NC(=O)c1ccccc1N2)c1ccc(Cl)cc1,7.1,-18.1
Cc1cc(-c2ccccc2)nc(N2CCC(C(=O)Nc3nnc(C)s3)CC2)n1,9.8,22.6
C[C@H](Cc1ccccc1)Nc1ncnc2c1ncn2[C@@H]1O[C@H](CO)[C@H](O)C1O (some centres undefined),10.7,18.8
CCC(=O)Nc1sc(C(=O)Nc2ccccc2Cl)c(C)c1C(=O)OC,7.6,-8.7
COc1ccc(NC(=O)CSc2nc3cc(C)cc(C)c3cc2C#N)cc1,20.3,32.3
CC(C)c1ccc2nc(SCc3ccc(CC(=O)O)cc3)c(C#N)cc2c1,9.5,16.0
CC(C)(C)NC(=O)CSc1nc2ccccc2n1CC(=O)N1CCCC1,6.4,6.5
COc1ccccc1OCc1nnc(SCC(=O)c2ccccc2)n1C,9.5,1.5
O=C(CN1C(=O)c2ccccc2S1(=O)=O)NCc1ccc(Cl)cc1,6.9,2.7
O=C(NC1CCN(C(=O)Nc2ccccc2Cl)CC1)C1CCCCC1,6.0,2.6
Cc1cc(-c2cc(N)c(=O)n(CC(=O)NC3CCCCC3C)n2)c(C)o1 (centres undefined),2.9,-33.6
COc1cc(C(=O)NC(C)(C)CN2CCN(C)CC2)c2ccccc2n1,3.2,-49.7
CCC(=O)N(Cc1ccco1)Cc1cc2cc(C)cc(C)c2[nH]c1=O,10.5,-20.5
CCCn1c(CN2CCCCC2)nc2c1c(=O)n(C)c(=O)n2C,23.5,-41.5
CCN(CC)CC(C)(C)COC(=O)c1cc2cc(C)ccc2o1,10.7,-26.4
C=C(C)Cn1c(NCCN(C)C)nc2c1c(=O)[nH]c(=O)n2C,12.9,3.1
CC1CN(S(=O)(=O)c2cccc3cnccc23)CCN1 (centres undefined),7.6,12.1
CCCc1cc(NC2CCCCC2)n2ncnc2n1,16.0,21.9
COc1ccc([C@H]2CCNC[C@@H]2O)cc1,5.2,-2.0

# Carrying on.
SMILES,PGE2 EP2 inh,EP2 modulator
O=C(CSc1nnc2c(n1)[nH]c1ccc(F)cc12)Nc1cccc(F)c1,3.1,-17.6
Cc1ccc(C(=O)N(CCO)Cc2cc3c(C)ccc(C)c3[nH]c2=O)cc1,7.0,-12.4
COc1ccc(C(=O)NNC(=O)CSc2nc3cc(OC)c(OC)cc3cc2C)cc1,10.9,-7.7
CCc1ccc(N2CC(C(=O)Nc3ccccn3)CC2=O)cc1 (centres undefined),7.0,-48.2
O=C(C1CC1)N1CCN(c2ncnc3c2cnn3-c2ccccc2)CC1,7.8,-74.7
O=C(CSc1nnc(NC(=O)C2CCCCC2)s1)NC1CCCC1,15.6,-8.9
CSc1ncc(C(=O)NC2(c3cccc(F)c3)CCCC2)cn1,-0.2,-9.1
O=C(Cn1ncc2cccn2c1=O)N1CCCC1,5.5,-25.6
COc1ccccc1NC(=O)c1c(NCc2cccc(OC)c2OC)sc2c1CCC2,10.4,7.9
CC[C@H]1OC(=O)[C@H](C)[C@@H](O[C@H]2C[C@@](C)(OC)[C@@H](O)[C@H](C)O2)[C@H](C)[C@@H](O[C@@H]2O[C@H](C)C[C@H](N(C)C)[C@H]2O)[C@](C)(O)C[C@@H](C)/C(=N\OCOCCOC)[C@H](C)[C@@H](O)[C@]1(C)O,8.9,9.1
O=C(Nc1ccccc1-c1ccccc1)C1CCCN(S(=O)(=O)c2ccccc2Br)C1 (centres undefined),6.5,15.0
O=[N+]([O-])c1ccc2ncccc2c1CCc1c([N+](=O)[O-])ccc2ncccc12,53.0*,4.0
Cc1ccc(-c2cc(N)c(=O)n(CC(=O)NCC3CCCO3)n2)o1 (centres undefined),3.3,-10.8
Cc1cc(C)nc(N2CCC(C(=O)Nc3ccccc3F)CC2)n1,10.4,-8.0
COc1ccc2nc(NC(=O)CN3CCC(n4nnc5cc(C)ccc54)CC3)sc2c1,14.8,-59.0
CC(C)(C)c1nn(-c2ccc(F)cc2)c2[nH]c(=O)c(CNCCc3ccncc3)cc12,7.9,-25.4
COc1ccc2c(c1)NC1(CCN(C(=O)Cn3cnc4ccccc43)CC1)c1cccn1-2,5.8,-247.2
O=C1N(CCCl)c2ccc(Br)cc2C12OCCO2,7.8,1.7
CC(CC(=O)Nc1ncccn1)c1ccccc1 (centres undefined),14.1,-11.0
Nc1cc(-c2ccco2)nn(CC(=O)Nc2ccc(N3CCCCC3)cc2)c1=O,6.4,-9.0
C=CCNC(=O)COc1nc(-c2cccs2)cc(C(F)(F)F)n1,14.4,-10.7
COc1cc(/C=C2\SC(=S)N(CCC(=O)Nc3ccccn3)C2=O)cc(OC)c1OC,10.8,-19.4
CC12CN3CC(C)(CN(C1)C3c1cn(Cc3ccccc3)c3ccccc13)C2O (centres undefined),9.6,-54.5
CC(C)(C)c1nc2ccccc2c2nn(CC(=O)N3CCCCC3)c(=O)n12,5.0,9.8
COCC(=O)N(Cc1cc2ccc(C)cc2[nH]c1=O)c1cccc(C)c1,5.5,-23.6
SMILES,PGE2 EP2 inh,EP2 modulator
CC1=NN(C(=O)CSCc2ccccc2)C(O)(C(F)(F)F)C1 (centres undefined),12.7,-10.9
COc1ccc([C@H]2CN(Cc3ccccc3)C[C@@H]2NC(=O)c2cn(C)nc2C)cc1,7.6,0.2
CCOC(=O)C(=O)Nc1nnc(C(C)C)s1,8.4,-11.4
COc1ccc(C(NC(=O)C2Oc3ccccc3O2)c2ccncc2)cc1 (centres undefined),5.8,-1.4
O=C(COC(=O)c1cccnc1)Nc1cc(C(F)(F)F)ccc1Cl,10.3,-14.0
CCCN1C(=O)SC(CC(=O)O)C1=O (centres undefined),22.1,-17.0
COc1ccc(OCC2COS(=O)O2)cc1 (centres undefined),4.3,6.7
CC(C)OC(=O)CSc1nc2ccccc2n1CC(=O)N1CCc2ccccc21,14.5,6.5
Cc1[nH]nc(Nc2c(C)n(C)n(-c3ccccc3)c2=O)c1[N+](=O)[O-],7.4,-3.9
O=C(CN1CCC(O)(c2ccccn2)CC1)NCc1ccccc1,1.2,-15.9
Cc1cc(OCc2nnc(SCC(=O)Nc3nccs3)o2)ccc1Cl,9.7,-46.2
Cn1c(=O)[nH]c(=O)c2c1nc(NCCCO)n2Cc1ccccc1Cl,-0.3,-24.1
O=S(=O)(c1cnccc1N1CCN(CCO)CC1)N1CCCC1,10.7,-0.1
CC(C)(C)c1ccc(S(=O)(=O)NCCN2CCOCC2)cc1,10.1,8.8
O=C(CN1C(=O)[C@H]2CCCN2C(=O)c2ccccc21)NCc1ccc(Cl)cc1,1.7,-27.2
CN1CCN(CC(=O)N2N=C(c3cccc(NS(C)(=O)=O)c3)CC2c2ccco2)CC1 (centres undefined),6.4,12.1
CCc1ccc2[nH]c(=O)c(CN(CC3CCCO3)C(=S)NCc3ccccc3)cc2c1 (centres undefined),12.3,65.9*
COC(=O)c1c(NC(=O)CSc2nccc(C)n2)sc(C(C)=O)c1C,16.7,-30.4
COc1cc(C2NC(=O)C(=O)/C2=C(\O)c2ccc(OC)c(OC)c2)ccc1O (centres undefined),5.8,-5.3
Cc1ccc2c(c1)N(CC(=O)N1CCC(Cc3ccccc3)CC1)C(=O)CO2,11.1,-95.2
C[N@@+]1(Cc2ccc(Cl)c(Cl)c2)CCC[C@@H]1c1ccc[n+](Cc2ccc(Cl)c(Cl)c2)c1,50.3*,-1.4
